# High-throughput results from PubChem BioAssay.
# Pol eta inh – DNA polymerase eta (human) inhibition. Potency, µM (titrated, usually from 114 µM), for the others: at the highest dose activity change, negative = inhibition, most hits filed as inhibitors. recombinant Pol eta, fluorescent DNA replication assay. Q9Y253. 390,000 tested, 1.2% active; also: potency is read from the fitted curve at half-maximal effect; % is scaled to controls: 0 for no effect and ±100 for the full control effect
#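 Pol eta at 10 nM preincubated with compounds 15 min at room temperature; reaction started with fluorescent substrate (50 nM final) and read kinetically at 0 and 10 min.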
# G9a block – blocks human histone lysine methyltransferase G9a; G9a H3K9 monomethylation, AlphaScreen, 2 h; Q96KQ7; Potency, µM (series often up to 102 µM), for inactives: at the highest dose activity, negative = inhibition, usual class: inhibitors; AID 504332; 350,000 tested, 8.8% active; also: potency is read from the fitted curve at half-maximal effect; % is scaled to controls: 0 for no effect and ±100 for the full control effect; nearly all actives have a fitted effect of over 75% in size
#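 Enzyme 20 nM + cpd, 15 min RT; add b-H3K9 pep 500 nM / SAM 20 uM; 2 h RT; anti-H3K9me1 Ab 0.5 ug/mL + SA donor / anti-rabbit acceptor beads 20 ug/mL each, 10 min; AlphaScreen read.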
# BAZ2B block – BAZ2B (human) inhibition | Q9UIF8 | AlphaScreen BAZ2B-H3K14Ac peptide displacement | Potency, µM (series often up to 114 µM), inactives show at the top dose activity change, negative = inhibition, most hits filed as inhibitors | 360,000 tested, 4.4% active | AID 504333; also: potency is read from the fitted curve at half-maximal effect; % is scaled to controls: 0 for no effect and ±100 for the full control effect; nearly all actives have a fitted effect of over 60% in size
#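 Protein-peptide AlphaScreen: BAZ2B 50 nM, b-H3K14Ac 50 nM, 1x PBS pH 7.4 + 0.01% Tween-20. Preincubation 30 min RT; cpd 30 min RT (top 110 uM); beads 20 min RT, light-protected.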
# Pin1 inhibitor – human Pin1 inhibition; Potency, µM (highest dose often 115 µM), for the others: top-dose activity, negative = inhibition, most hits filed as inhibitors; AID 504891; Q13526; 390,000 tested, 0.009% active; Pin1 FP peptide displacement, HiFluor488, 10 min; active = well fitted inhibition curve with a large enough effect in the polarisation, with a control signal flat, not every such curve was filed as active; inconclusive = small, poorly fitted or top-dose-only effect, or effect the other way, or a change in a side signal; inactive = no such curve, though single readings can be large or run the other way; the % refers to the polarisation; also: potency is read from the fitted curve at half-maximal effect; % is scaled to controls: 0 for no effect and ±100 for the full control effect
# Target sequence (Q13526 whole entry, looked up): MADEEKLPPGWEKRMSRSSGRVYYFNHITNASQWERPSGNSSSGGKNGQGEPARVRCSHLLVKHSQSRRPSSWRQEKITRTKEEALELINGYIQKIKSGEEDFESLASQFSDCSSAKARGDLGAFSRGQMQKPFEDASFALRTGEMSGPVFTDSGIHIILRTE
# Tb PGK inh – inhibitors of T. brucei phosphoglycerate kinase. 380,000 tested, 0.043% active. P07378. Potency, µM (doses to about 57.5 µM), inactives show at the highest dose activity change, negative = inhibition, most hits filed as inhibitors. PGK/GAPDH coupled, Kinase-Glo luminescence, 60 min. AID 602233; also: potency is read from the fitted curve at half-maximal effect; % is scaled to controls: 0 for no effect and ±100 for the full control effect; nearly all actives have a fitted effect of over 60% in size
#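 Recombinant glycosomal PGK reaction used 1,3-bisphosphoglycerate generated in-well by GAPDH (100nM final) in 100mM TEA pH 7.6, 5mM MgCl2, 0.01% Tween-20. After 60 minutes at room temperature, ATP was read by Kinase-Glo Plus luminescence end-point.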
# PI4K2A block – inhibitors of human PI4K2A | purified PI4K2A, ADP-Glo luminescence, 1 h; active compounds read low | Q9BTU6 | AID 1346378 | activity change, negative = inhibition, % at 76.9 µM | 420,000 tested, 0.13% active; in the data active = activity change below about -50%; inconclusive = mostly about -30% to -49%;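 also: -100% = wells without enzyme as full effect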
#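 PI4K2A activity was measured by ADP-Glo luminescence: enzyme (4 ug/mL stock) and phosphatidylinositol (1.2 mM stock) in Tris pH 7.5/MgCl2/EGTA/Triton X-100 buffer were reacted with ATP (300 microM stock) for one hour at ambient temperature.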
# JMJD2A Tudor inh – blocks the human JMJD2A Tudor domain | 390,000 tested, 4.4% active | Potency, µM (highest dose often 114 µM), without a hit: top-dose activity change, negative = inhibition, hits mostly inhibitors | AID 504339 | AlphaScreen JMJD2A-Tudor / H3K4me3 peptide binding | O75164; also: potency is read from the fitted curve at half-maximal effect; % is scaled to controls: 0 for no effect and ±100 for the full control effect; nearly all actives have a fitted effect of over 50% in size
# HP1b binding inh – blocks HP1-beta chromodomain binding to methylated histone tails | AID 540317 | Potency, µM (top dose mostly 114 µM), inactives show at the top dose activity change, negative = inhibition, most hits filed as inhibitors | AlphaScreen HP1-beta / biotin-H3K9me3 peptide binding | P83916 | 390,000 tested, 0.56% active; also: potency is read from the fitted curve at half-maximal effect; nearly all actives have a fitted effect of over 70% in size; inactives centre near 23
# Target sequence (P83916 whole entry, looked up): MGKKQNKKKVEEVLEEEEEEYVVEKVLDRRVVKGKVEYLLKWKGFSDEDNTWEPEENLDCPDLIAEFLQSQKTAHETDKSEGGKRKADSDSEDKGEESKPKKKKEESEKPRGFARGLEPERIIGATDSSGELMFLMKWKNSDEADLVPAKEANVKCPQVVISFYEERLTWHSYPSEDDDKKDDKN
#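 HP1-beta protein (50 nM final) preincubated 30 min at room temperature with biotinylated H3(1-18)K9me3 peptide (50 nM) in PBS pH 7.4, 0.01% Tween-20, then compound added for 30 min. AlphaScreen streptavidin donor/nickel chelate acceptor beads (10 ug/mL final), 30 min dark, luminescence read.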
# GLS inhibitor – glutaminase GLS (human) inhibition; Potency, µM (series often up to 45.5 µM), without a hit: top-dose activity change, negative = inhibition, usual class: inhibitors; O94925; 410,000 tested, 0.21% active; GLS enzymatic activity, qHTS titration; also: potency is read from the fitted curve at half-maximal effect; % is scaled to controls: 0 for no effect and ±100 for the full control effect
# Target sequence (O94925 whole entry, looked up): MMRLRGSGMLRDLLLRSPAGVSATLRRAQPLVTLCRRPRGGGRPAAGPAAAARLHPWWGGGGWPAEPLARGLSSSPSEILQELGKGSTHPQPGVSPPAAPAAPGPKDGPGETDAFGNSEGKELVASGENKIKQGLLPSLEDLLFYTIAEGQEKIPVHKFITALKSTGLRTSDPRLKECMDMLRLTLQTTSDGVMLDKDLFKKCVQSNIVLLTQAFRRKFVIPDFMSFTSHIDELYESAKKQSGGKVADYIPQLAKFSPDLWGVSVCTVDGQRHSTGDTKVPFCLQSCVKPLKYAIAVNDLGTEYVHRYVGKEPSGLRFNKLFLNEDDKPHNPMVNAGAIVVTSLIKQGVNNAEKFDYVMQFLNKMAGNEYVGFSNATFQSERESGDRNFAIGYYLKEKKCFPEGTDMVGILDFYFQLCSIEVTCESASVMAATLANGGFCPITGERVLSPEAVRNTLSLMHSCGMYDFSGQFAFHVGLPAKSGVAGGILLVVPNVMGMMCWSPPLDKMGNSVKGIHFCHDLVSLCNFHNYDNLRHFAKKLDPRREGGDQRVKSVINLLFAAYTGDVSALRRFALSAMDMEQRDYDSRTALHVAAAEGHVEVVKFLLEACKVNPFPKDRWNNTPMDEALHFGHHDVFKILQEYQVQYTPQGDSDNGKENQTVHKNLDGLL
#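 hKGA in 45 mM KH2PO4 pH 8.2, 0.02% Tween-20 with pin-transferred compounds; 1 mM L-glutamine (stock) plus glutamate oxidase/HRP/Amplex Red coupling added. Fluorescence read initially and after 30 min at RT.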
# An asterisk follows results filed as active; i = inactive; u = inconclusive; x = not tested or not shown; & = joins results of further samples; [ ] = remark or other dose. Unless noted, calls follow the shape of the dose curve; as a rule, active = well fitted curve in the direction sought with a large enough effect; inconclusive = small, poorly fitted or top-dose-only effect, or another doubt; inactive = no such curve, though single readings can be large; an effect the other way counts as inactive or inconclusive. Some of the compounds tested; rates above refer to the full screens.
SMILES,Pol eta inh,G9a block,BAZ2B block,Pin1 inhibitor,Tb PGK inh,PI4K2A block,JMJD2A Tudor inh,HP1b binding inh,GLS inhibitor
COc1cc(NS(=O)(=O)c2ccc(N)cc2)nc(OC)n1,-4%,4%,8%,2%,i,1&0,-1%,38%,-5%
CC(C)CCNC(=O)c1ccc2c(c1)NC(=O)C(C(C)C)N2 (stereo not given),-14%,-44%[59 µM],0%,-16%,2%,1,-17%,37%[activator],3%
O=C(/C=C/c1ccc([N+](=O)[O-])cc1)NNC(=O)C1CC1,-6%,-20%,-16%,-2%,-10%,-9,-5%,38%,-16%
N#CC(=C(O)COC(=O)c1ccc2c(c1)OCCO2)c1nc2ccccc2[nH]1,-10%,x,x,24%,4%,-18,-9%,38%,6%
CCOc1ccc(S(=O)(=O)N(C)CC(=O)NC2CC2)cc1,-13%,19%,-12%,6%,-3%,-4,2%,44%[activator],1%
Cc1[nH]n(-c2ccccc2)c(=O)c1C=Nc1cccc(F)c1,-3%,45µM*,-37%,3%,1%,-1,-25%,-20%,-3%
S=C(NCc1ccco1)NCc1ccccc1Cl,-19%,-7%,-36%,-2%,-10%,-2,-27%,9%,12%
O=C(CCc1ccccc1)Nc1ncc([N+](=O)[O-])s1,-23%,u,-32%,7%,-2%,3,-27%,-18%,-11%
COc1cc2c(cc1OC)CN(C(=O)CSc1n[nH]c(N)n1)CC2,-9%,4%[12.7 µM],0%,2%,i,7,11%,34%,36%[activator]
CC(C)Cc1nn2cc(-c3cccc(Br)c3)nc2s1,-17%,65%[activator][59 µM],u,0%,-7%,-6,65%[activator],37%,u
CCOC(=O)N1CCN(c2c(NCCN3CCCCC3CC)c(=O)c2=O)CC1 (stereo not given),-11%,16%,-4%,-2%,-3%,-8,-12%,49%[activator],21%
CCOC(=O)C1CCCN(C(=O)c2cn(-c3ccccc3)nc2-c2cccnc2)C1 (stereo not given),-16%,-4%[0.501 µM],-25%,3%,-6%,2,-14%,26%,-1%
C=C(C)Cn1c(NCCOC)nc2c1c(=O)[nH]c(=O)n2C,-11%,25%[59 µM],-4%,1%,7%,-7,-2%[11.4 µM],-7%,17%
CC1CCN(Cc2nnnn2CCCC(=O)NC(c2ccccn2)C(F)(F)F)CC1 (stereo not given),-25%,-4%,1%,15%,7%,2,1%,42%[activator],-1%
CCOC(=O)C1CCCN(S(=O)(=O)c2cc3[nH]c(=O)c(=O)[nH]c3cc2C)C1 (stereo not given),-12%,12%,-1%,7%,-2%,0,-14%,38%,1%
C/C(=N\Nc1ccc(C(=O)O)cc1)c1ccc(S(=O)(=O)NCc2ccco2)cc1,-21%,u,-39%,-6%,i,-8,-21%,33%,16%
CCN(CC)CCNC(=O)C1CCN(S(=O)(=O)N2CCCCC2)CC1,-12%,-4%[59 µM],-2%,-3%,x,4,-20%,21%,3%
O=C(Nc1noc2ccccc12)c1c(F)cccc1F,x,7%[59 µM],0%,0%,x,u,-11%,43%[activator],-2%
CN(C)C(=O)c1ccc(NC(=O)COC(=O)c2cc(S(=O)(=O)N(C)C)ccc2N2CCCC2)cc1,2%,u,1%,5%,-1%,2,-14%,10%,9%
O=C(Cc1cccs1)N(Cc1ccco1)C1(C(=O)NC2CCCC2)CCCCC1,10%,-7%[12.7 µM],-28%,6%,3%,-1,-17%,40%[activator],-3%
O=C(Nc1nc2ccc(F)cc2s1)c1nc(S(=O)(=O)Cc2ccccc2)ncc1Cl,-10%,u,-18%,-6%,i,-8,u,30%,6%
CC(C)C1Nc2ccc(C(=O)N3CCN(c4ccccn4)CC3)cc2NC1=O (stereo not given),5%,-1%[59 µM],-8%,2%,0%,1,-6%,25%,1%
O=C1OC(/C(=C\Nc2ccc(F)cc2F)[N+](=O)[O-])c2ccccc21 (stereo not given),u,45µM*,-18%,x,5%,0,-20%,46%[activator],0%
Clc1ccccc1OCCCCN1CCCCC1,0%,x,u,-1%,4%,3,28µM*,u,-1%
COc1ccc(CCN=C(N)NS(=O)(=O)c2ccc(F)cc2)cc1OC,1%,38%,-17%,-4%,i,-1,-13%,13%,4%

# Full records from above. Values in the order: Pol eta inh, G9a block, BAZ2B block, Pin1 inhibitor, Tb PGK inh, PI4K2A block, JMJD2A Tudor inh, HP1b binding inh, GLS inhibitor
# CN(C)C(=O)c1ccc(NC(=O)COC(=O)c2cc(S(=O)(=O)N(C)C)ccc2N2CCCC2)cc1 is entered as 2%, u, 1%, 5%, -1%, 2, -14%, 10%, 9%
# S=C(NCc1ccco1)NCc1ccccc1Cl is entered as -19%, -7%, -36%, -2%, -10%, -2, -27%, 9%, 12%

# (list continues)
SMILES,Pol eta inh,G9a block,BAZ2B block,Pin1 inhibitor,Tb PGK inh,PI4K2A block,JMJD2A Tudor inh,HP1b binding inh,GLS inhibitor
CCN(c1ccccc1)S(=O)(=O)c1ccc(NC(=O)c2nc(S(C)(=O)=O)ncc2Cl)cc1,-7%&-9%,32µM*,-33%&5%,16%&0%,8%&2%,-9&-12,u,4%&4%,3%&-19%
Cc1cccc(Nc2nc(-c3c(C)nc4ccccn34)cs2)c1,-9%,u,-35%,5%,3%,-1,-29%,14%,5%
COC(=O)C1CCN(c2cc(=O)n(Cc3ccc(F)cc3)c(=O)[nH]2)CC1,3%,-8%[59 µM],2%,-5%,-9%,1,-8%,9%,0%
CCN(CCCNC(=O)C1CCN(S(=O)(=O)c2cccc3nonc23)CC1)Cc1ccccc1,-7%,11%[12.7 µM],11%,3%,-15%,-5,-15%,19%,8%
Cc1ccc(Cl)cc1N1CCN(C(=O)Cc2c(C(=O)O)c(C)cn2C)CC1,-16%,7%[59 µM],u,-3%,9%,0,-27%,14%,1%
O=C(CSc1nnc(COc2ccc(Cl)cc2)o1)N1CCCCC1,-6%,27%,-10%,9%,6%,3,-12%,19%,-2%
COc1cc(C2C(C#N)=C(N)N(c3ccc(F)cc3)C3=C2S(=O)(=O)CC3)ccc1O (stereo not given),-4%,u,-22%,u,5%,-1,-8%[11.4 µM],u,-12%
N#CC1=C(N)SC(N)=C(C#N)C1c1ccnc2ccccc12,u,2.5µM*,u,u,-10%,-5,56µM*,18%,23%
CC1CCc2nn(CC(=O)NCCCN3CCOCC3)cc2C1 (stereo not given),-19%,-11%[59 µM],6%,2%,-9%,-4,-4%,47%[activator],1%
O=c1[nH]c2ccc(NS(=O)(=O)c3ccc([N+](=O)[O-])cc3)cc2[nH]1,-14%,u,1%,1%,7%,2,-13%,44%[activator],39%[activator]
O=C(Cn1cc(C(F)(F)F)ccc1=O)N/N=C/c1ccc(O)cc1,-13%,7%[59 µM],1%,-5%,-2%,8,1%[11.4 µM],51%[activator],23%
Cc1cccc(NC(=S)N(C)C2CCCCC2)c1,-22%,8%,-5%,-3%,-10%,6,-19%,26%,13%
O=C(Nc1ccc2c(c1)CCC2)c1c(F)cccc1Cl,1%,11%,1%,-1%,i,4,-13%,29%,-3%
CCCCCCCCCCCCCC(=O)O,-9%,-33%[0.501 µM],-6%,-12%,i,-6,5%,88%[activator],-2%
O=C(Nc1ccccc1)c1sc(N2CCOCC2)nc1-c1ccccc1,-12%,4%,-4%,-2%,i,-7,-8%,42%[activator],-1%
CCOc1ccccc1-c1nc(CN2CCCN(C(=O)c3ccco3)CC2)c(C)o1,-19%,x,-38%,-2%,-8%,3,-9%,19%,-8%
CC(=O)Oc1cccc(N2C(=O)c3ccc(C(=O)O)cc3C2=O)c1,-9%,2%[59 µM],x,-5%,-3%,-8,-12%,29%,-6%
COc1ccc(NC(=O)CN(C)C(=O)c2n[nH]c3ccccc23)cc1,-9%,-21%,8%,-2%,-5%,-1,-9%,15%,0%
Cc1ccc(-c2cc(C(F)(F)F)n3nc(C(=O)Nc4ccon4)cc3n2)cc1C,-2%,10%,u,0%,1%,210,-12%,8%,u
CN(C(=O)c1cc2c(=O)n3ccccc3nc2n1C)c1ccccc1,-19%,-1%[59 µM],-19%,0%,-3%,-8,-18%,36%,0%
COc1cc(C2CC(=O)Oc3cc(C)c(Cl)c(C)c32)cc(OC)c1OC (stereo not given),-4%,x,x,-4%,1%,1,-13%,26%,6%
O=C(CCc1ccccc1)Nc1nc2c(F)cc(F)cc2s1,-23%,-4%,2%,-2%,0%,-2,-12%,3%,0%
COc1cc2c(cc1OC)C(COc1ccccc1OC)N(C(=O)c1ccc(S(=O)(=O)N3CCCC3)cc1)CC2 (stereo not given),-13%,-19%[59 µM],-14%,38%[activator],-9%,-9,-21%,-1%,-3%
COCc1ccc(C(=O)N(C)CC2CCCN(CCc3ccc(Cl)cc3)C2)o1 (stereo not given),-22%,5%,-16%,3%,4%,1,1%,34%,2%
CC/S(=N\S(=O)(=O)c1ccc(C)cc1)c1ccccc1 (stereo not given),-19%,13%,4%,-4%,-3%,3,-11%,21%,-2%
CCc1cccc(C)c1NC(=O)CSc1nnc(N)s1,-18%,37%[59 µM],1%,-6%,i,-2,-14%,15%,-6%
CCO[C@H]1OC(C(=O)N2CCCCCCC2)=C[C@@H](c2coc3ccccc3c2=O)[C@@H]1CCCO,-10%,8%[59 µM],0%,0%,-3%,3,3%,50%[activator],-3%
CCCC(C)c1nnc(NC(=O)C2CC(=O)N(c3ccc(OCC)cc3)C2)s1 (stereo not given),-11%,u,-8%,-1%,i,-2,-24%,-23%,-8%
O=C(c1cc(F)c(F)cc1Cl)N1CCOCC1,-10%,8%[59 µM],-4%,-6%,-13%,-4,-2%,76%[activator],-6%
CCOc1ccc(-c2nc3c(c(SCC(=O)N4CCCCC4)n2)Cc2cc(C)ccc2O3)cc1,-7%,6%[59 µM],-22%,-6%,-5%,5,-14%,11%,-17%
